Screening data deposited in PubChem BioAssay by several laboratories.
West Nile antiviral: West Nile virus antiviral activity, cell-based, CPE readout (AID 1621) | West Nile virus-infected cells, CPE inhibition; higher % means a stronger effect | one-dose CPE inhibition, % at 10 µM; IC50 in µM for titrated hits | actives 0.02% (n = 290,000); in the data active = a potency from the dose series; note: strong numbers were not always called active
b-catenin transl: beta-catenin nuclear translocation modulation; HeLa beta-catenin nuclear translocation, immunofluorescence imaging; nuclear translocation activity, % at 5 µM; actives 0.3% (n = 190,000);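 active = nuclear translocation activity above 50% at 5 µM, with a well cell count of 50 or more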;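 note: per-cell ratio of nuclear to cytoplasmic median beta-catenin stain intensity; plate controls were DMSO negative control for no effect and GSK-3 inhibitor IX positive control for full effect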
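Assay system: human HeLa cells, native beta-catenin; doses: 5 µM primary, 0.02–20 µM confirmation; incubation: compound treatment 24 h, 37°C, 5% CO2; technique: fluorescence imaging of beta-catenin antibody stain plus DAPI; measure: % activation, nuclear-to-cytoplasmic median beta-catenin signal ratio per cell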
T cell HTS: T cell immune modulation candidate. 2C CD8+ T cell-vesicle binding, flow cytometry; stronger effect = lower value. actives 0.068% (n = 330,000). calls only at 7 µM;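 active = response, share of CD8 T cells binding vesicles, and their 90th percentile fluorescence all below set limits, cut at about 80% in these data, passing the limit was not always enough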
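Material: 2C TCR transgenic mouse naive CD8+ T cells, MACS-purified. Also added: QL9-charged Drosophila Ld/ICAM-1/B7-1 vesicles. Timing: binding 1.5 h at 37 °C. Measured by: high-throughput flow cytometry with anti-B7-1 and anti-CD8 staining. Read-out: percent CD8+ FL2 mean versus row control. Controls: Unloaded micro-vesicles (low), QL9 vesicles with 0.7% DMSO (high).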
WT yeast gro inh: growth inhibition of WT yeast, mitochondrial fusion screen. mitochondrial fusion phenotypic screen, WT strain. inhibition, % at 10 µM. actives 2.1% (n = 190,000); in the data active = inhibition above about 58%; tested in S. cerevisiae
WT yeast gro inh mutant strain: further read-out of WT yeast gro inh, marked with its call; inhibition, %; mitochondrial fusion phenotypic screen, mutant strain inhibition
b-catenin transl cell count 5 µM: recorded beside b-catenin transl, whose call it bears; cell count; measured here: cell count, cytotoxicity flag
T cell HTS vesicle-bound %: second read-out of T cell HTS, no call of its own (marks repeat the call); double positive events, %; measured here: CD8+ vesicle-bound cell fraction;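 binding gate set so that unloaded-vesicle control wells show 10% double positive cells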
* = called active by the depositor; i = inactive; x = no result given. The list is partial, so the mix of outcomes need not match the whole.

SMILES	West Nile antiviral	b-catenin transl	T cell HTS	T cell HTS vesicle-bound %	WT yeast gro inh	others
Cc1cccn2c(=O)c(C=NCc3ccco3)c(Nc3ccc(Cl)cc3)nc12	x	x	x	x	12	WT yeast gro inh mutant strain=12
CCOc1ccc2nc(Nc3nc4c(c(=O)[nH]3)CCC4)nc(C)c2c1	x	x	x	x	16	WT yeast gro inh mutant strain=7
CCOC(=O)c1c(NC(=O)c2cc(C3CC3)on2)sc(C(C)=O)c1C	x	x	x	x	6	WT yeast gro inh mutant strain=-3
Cc1nnc(Sc2nc3c(c(=O)[nH]c(=O)n3C)n2Cc2ccccc2Cl)s1	x	x	x	x	16	WT yeast gro inh mutant strain=5
Cc1ccc2oc(=O)c3cc(C(=O)N4CCN(c5ncccn5)CC4)sc3c2c1	x	x	x	x	24	WT yeast gro inh mutant strain=-4
Cc1cc(C)cc(-n2cc3c(=O)n(C)c(=O)n(C)c3c2)c1	x	x	x	x	20	WT yeast gro inh mutant strain=3
CCc1ccc2nc(NC3=NCN(CCOC)CN3)nc(C)c2c1	x	x	x	x	17	WT yeast gro inh mutant strain=3
CN1CCN(c2ncnc3c2sc2nc(N4CCCC4)c4c(c23)CC(C)(C)OC4)CC1	x	x	x	x	17	WT yeast gro inh mutant strain=-1
Cc1nc(C(=O)NC2CCCCC2)sc1C1(C)CC(c2cccnc2)=NO1 (configuration not stated)	0.3%	x	x	x	x
COC(=O)CCCC1=CC2=CC(=O)C(C)(OC(=O)c3ccco3)C(=O)C2=CO1 (configuration not stated)	0.4%	x	x	x	x
CC[C@]1(O)CC2CN(CCc3c([nH]c4ccccc34)[C@@](C(=O)OC)(c3cc4c(cc3OC)N(C)[C@H]3[C@@](O)(C(N)=O)[C@H](O)[C@]5(CC)C=CCN6CC[C@]43[C@@H]65)C2)C1 (some centres not stated)	0.6%	x	x	x	x
COc1cc2nc(CN3CCN(c4ncc(C(F)(F)F)cc4Cl)CC3)[nH]c(=O)c2cc1OC	x	-0.7	x	x	x	b-catenin transl cell count 5 µM=889
CCOC(=O)c1cnn(-c2nc3sc4c(c3c(=O)[nH]2)CCCC4)c1N	x	0.7	x	x	x	b-catenin transl cell count 5 µM=1110
Cc1ccc(-c2nsc3c(N4CCN(C(=O)c5ccco5)CC4)ncnc23)cc1	x	-1.7	x	x	x	b-catenin transl cell count 5 µM=1158
CCCCn1c(N)c(N(CCOC)C(=O)c2ccc(C)c(S(=O)(=O)N3CCOCC3)c2)c(=O)[nH]c1=O	x	x	i	55	x
Nc1nc(N)nc(-c2cc(O)ccc2O)n1	x	x	i	22	x
CCCN(C(=O)COC(=O)CCOc1ccccc1)c1c(N)n(Cc2ccccc2)c(=O)[nH]c1=O	x	x	i	49	x
CC[C@H](C)[C@@H](C(=O)NCCCCCCCCCCC(=O)N1CCN(C(=O)OC(C)(C)C)CC1)n1cc(CCCCN=C(NC(=O)OC(C)(C)C)NC(=O)OC(C)(C)C)nn1	x	x	i	44	x
COCCNC(=O)C(=O)Nc1ccc2c(c1)N(S(=O)(=O)c1cccs1)CCC2	x	x	i	50	x
O=C(Nc1ccc(Cl)cc1)Nc1ccc(Cl)c(Cl)c1	x	x	i	17	x
CC(C)CC1NC(=O)c2ccccc2-n2c1nc1ccc(Cl)cc1c2=O (configuration not stated)	x	x	i	7	x
CC1CCCCC1NS(=O)(=O)CCNC(=O)c1ccccc1 (configuration not stated)	x	x	i	27	x
Cc1ccc(N(C)S(=O)(=O)c2cccc(C(=O)Nc3ccc(C)cn3)c2)cc1	x	x	i	55	x
COc1cccc(/C=C/C(=O)OCC(=O)NC(=O)NC2CCCCC2)c1	x	x	i	52	x
O=C(CCNC(=O)c1ccc(Cl)cc1)Nc1ccccc1N1CCCC1	x	x	i	54	x
Next entries.
SMILES	West Nile antiviral	b-catenin transl	T cell HTS	T cell HTS vesicle-bound %	WT yeast gro inh	others
O=C(Cc1ccccc1[N+](=O)[O-])Nc1cccc(S(=O)(=O)NC2=NCCCCC2)c1	x	x	i	48	x
OC1OC[C@@H](O)[C@H](O)[C@H]1O (some centres not stated)	x	x	i	47	x
C#CCOCCOCCOCCNc1nc(N2CCN(C(=O)CCCCCCCCCCNC(=O)[C@H]([C@@H](C)CC)n3cc(CCCCN=C(N)N)nn3)CC2)nc(N2CCN(C(=O)CCCCCCCCCCNC(=O)[C@H](CO)n3cc(CCCSC)nn3)CC2)n1	x	x	i	42	x
Cc1ccc(SCC(=O)OCC(=O)N(C)CC(=O)Nc2ccccc2Cl)cc1	x	x	i	47	x
O=C1NC(Cc2ccc(O)cc2)c2nc3ccccc3c(=O)n2-c2cc(Cl)ccc21 (configuration not stated)	x	x	i	28	x
COc1cccc(C(=O)NCCS(=O)(=O)N2CCC(C)CC2)c1	x	x	i	30	x
Cc1ccc(S(=O)(=O)NCc2ccccc2)cc1C(=O)N1CC(C)CC(C)C1 (configuration not stated)	x	x	i	31	x
Cc1cc(CC(=O)O)c2oc(-c3ccoc3)cc(=O)c2c1	x	x	i	32	x
CCN(CC)CCNC(=O)c1ccc(NC(=O)C2CC(=O)N(c3ccc4c(c3)OCCO4)C2)cc1 (configuration not stated)	x	x	i	12	x
COc1ccc(Cl)cc1C(=O)OCC(=O)N(CC(C)C)c1c(N)n(Cc2ccccc2)c(=O)[nH]c1=O	x	x	i	32	x
C=C1/C=C(\C)[C@](C)(O)C[C@H](O)CC(=O)[C@H](O)[C@@H](O)[C@H](C)C[C@H](C)OC(=O)/C(C)=C/CC/C=C/[C@@H]2O[C@H]2C[C@H](C)C1	x	x	i	10	x
O=C(NCc1cc(C(F)(F)F)ccc1Cl)c1cccc2c1C(=O)c1ccc(Cl)cc1S2(=O)=O	x	x	i	17	x
Cc1cc(Nc2ccc(O)cc2)ccc1N	x	x	i	37	x
Cc1ccc2nc3n(c(=O)c2c1)-c1ccccc1C(=O)NC3Cc1ccc(O)cc1 (configuration not stated)	x	x	i	18	x
CC(C)CC1NC(=O)c2ccc(Cl)cc2-n2c1nc1ccc(F)cc1c2=O (configuration not stated)	x	x	i	9	x
CC(C)CC1NC(=O)c2cc(Cl)ccc2-n2c1nc1cc(F)ccc1c2=O (configuration not stated)	x	x	i	11	x
C[C@@H]1O[C@@H](OC2C(O)C(OCCc3ccc(O)c(O)c3)OC(CO)C2OC(=O)/C=C/c2ccc(O)c(O)c2)[C@H](O)[C@H](O)[C@H]1O (some centres not stated)	x	x	i	25	x
COc1ccc(C(CNC(=O)CCNC(=O)c2ccc(Br)cc2)N2CCOCC2)cc1 (configuration not stated)	x	x	i	55	x
O=C(OCc1ccccc1)c1ccccc1O	x	x	i	14	x
Cc1cccc(NS(=O)(=O)c2cccc(C(=O)NCC(c3ccco3)N(C)C)c2)c1 (configuration not stated)	x	x	i	54	x
Cc1ccc(S(=O)(=O)NCc2ccccc2)cc1C(=O)N1CCCCCCC1	x	x	i	10	x
O=C(Cn1ncc(Cl)c(Cl)c1=O)c1ccc2c(c1)OCCO2	x	x	i	12	x
COc1ccc(CN2C(=O)C(Cc3ccccc3)Nc3ncnc(N4CCc5ccccc5C4)c32)cc1 (configuration not stated)	x	x	i	18	x
Cc1onc(-c2ccccc2Cl)c1C(=O)OCc1nnc(-c2ccccc2)o1	x	x	i	44	x
O=C1C(Cc2ccccc2)Nc2ncnc(N3CCc4ccccc4C3)c2N1Cc1ccc(Br)cc1 (configuration not stated)	x	x	i	49	x
Cc1ccc2c(c1)-n1c(nc3ccccc3c1=O)C(Cc1ccccc1)NC2=O (configuration not stated)	x	x	i	12	x
Brc1ccc(-c2ccc(C3Nc4cccc5cccc(c45)N3)o2)cc1	x	x	i	57	x
CC(C)Oc1ccc(S(=O)(=O)N2CCOCC2)cc1NC(=O)CC1OC(=O)c2ccccc21 (configuration not stated)	x	x	i	19	x
CC1(C)NC(=O)N(CC(=O)OCC(=O)c2ccc(F)cc2)C1=O	x	x	i	38	x

Sorted by SMILES length (ascending): part of the list above
SMILES	West Nile antiviral	b-catenin transl	T cell HTS	T cell HTS vesicle-bound %	WT yeast gro inh	others
O=C(CCNC(=O)c1ccc(Cl)cc1)Nc1ccccc1N1CCCC1	x	x	i	54	x
CC(C)CC1NC(=O)c2cc(Cl)ccc2-n2c1nc1cc(F)ccc1c2=O (configuration not stated)	x	x	i	11	x
COc1ccc(Cl)cc1C(=O)OCC(=O)N(CC(C)C)c1c(N)n(Cc2ccccc2)c(=O)[nH]c1=O	x	x	i	32	x

By substructure, the entries above containing a Cl atom.
SMILES	West Nile antiviral	b-catenin transl	T cell HTS	T cell HTS vesicle-bound %	WT yeast gro inh	others
Cc1cccn2c(=O)c(C=NCc3ccco3)c(Nc3ccc(Cl)cc3)nc12	x	x	x	x	12	WT yeast gro inh mutant strain=12
Cc1nnc(Sc2nc3c(c(=O)[nH]c(=O)n3C)n2Cc2ccccc2Cl)s1	x	x	x	x	16	WT yeast gro inh mutant strain=5
COc1cc2nc(CN3CCN(c4ncc(C(F)(F)F)cc4Cl)CC3)[nH]c(=O)c2cc1OC	x	-0.7	x	x	x	b-catenin transl cell count 5 µM=889
O=C(Nc1ccc(Cl)cc1)Nc1ccc(Cl)c(Cl)c1	x	x	i	17	x
CC(C)CC1NC(=O)c2ccccc2-n2c1nc1ccc(Cl)cc1c2=O (configuration not stated)	x	x	i	7	x
O=C(CCNC(=O)c1ccc(Cl)cc1)Nc1ccccc1N1CCCC1	x	x	i	54	x
Cc1ccc(SCC(=O)OCC(=O)N(C)CC(=O)Nc2ccccc2Cl)cc1	x	x	i	47	x
O=C1NC(Cc2ccc(O)cc2)c2nc3ccccc3c(=O)n2-c2cc(Cl)ccc21 (configuration not stated)	x	x	i	28	x
COc1ccc(Cl)cc1C(=O)OCC(=O)N(CC(C)C)c1c(N)n(Cc2ccccc2)c(=O)[nH]c1=O	x	x	i	32	x
O=C(NCc1cc(C(F)(F)F)ccc1Cl)c1cccc2c1C(=O)c1ccc(Cl)cc1S2(=O)=O	x	x	i	17	x
CC(C)CC1NC(=O)c2ccc(Cl)cc2-n2c1nc1ccc(F)cc1c2=O (configuration not stated)	x	x	i	9	x
CC(C)CC1NC(=O)c2cc(Cl)ccc2-n2c1nc1cc(F)ccc1c2=O (configuration not stated)	x	x	i	11	x
O=C(Cn1ncc(Cl)c(Cl)c1=O)c1ccc2c(c1)OCCO2	x	x	i	12	x
Cc1onc(-c2ccccc2Cl)c1C(=O)OCc1nnc(-c2ccccc2)o1	x	x	i	44	x
